Source: PubChem (National Center for Advancing Translational Sciences (NCATS))
Nrf2 activator – qHTS of Nrf2 Activators; Potency, µM (doses to about 46.1 µM), for inactives: at the top dose activation, actives largely listed as activators; hit rate 0.31% among 410,000; AREc32 ARE-luciferase reporter (MCF7-derived line), luminescence, 24 h; also: % of control where 0% means no effect; nearly all actives have a fitted effect of over 65% in size
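Nrf2 activation is followed as ARE-luciferase induction in the AREc32 line after one day of compound treatment; luminescence is read with Steady-Glo.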
HepG2 tox – qHTS for Inhibitors of TGF-b: Cytotox Counterscreen; HepG2 CAGA-GFP viability, ATP luminescence, 18 h; Potency, µM (doses to about 46.1 µM), without a hit: at the top dose activity change, negative = cytotoxicity, hits mostly cytotoxic; hit rate 0.76% among 410,000; also: some results filed as inactive show a strong effect at the top dose
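HepG2 CAGA-GFP cells (1000/well, DMEM with 1% FBS) received compound, then TGF-beta at 500 pg/mL final, and were incubated 18 hours at 37 degrees C. Viability was read by CellTiter-Glo luminescence. Media-only wells were set as complete cell-killing and DMSO as no toxicity.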
EPAC2 antagonist – qHTS for Antagonist of cAMP-regulated guanine nucleotide exchange factor 2 (EPAC2): primary screen; Rap guanine nucleotide exchange factor 4 (Homo sapiens), Q8WZA2; EPAC2 GEF exchange of Rap1B-BODIPY-GDP, fluorescence; Potency, µM (titrated, usually from 114 µM), for inactives: top-dose activity, negative = inhibition, hits mostly inhibitors; hit rate 0.18% among 360,000; also: % is scaled to controls: 0 for no effect and ±100 for the full control effect; nearly all actives have a fitted effect of over 45% in size; many of its hits are not listed in these tables
Target sequence (Q8WZA2 whole entry, looked up): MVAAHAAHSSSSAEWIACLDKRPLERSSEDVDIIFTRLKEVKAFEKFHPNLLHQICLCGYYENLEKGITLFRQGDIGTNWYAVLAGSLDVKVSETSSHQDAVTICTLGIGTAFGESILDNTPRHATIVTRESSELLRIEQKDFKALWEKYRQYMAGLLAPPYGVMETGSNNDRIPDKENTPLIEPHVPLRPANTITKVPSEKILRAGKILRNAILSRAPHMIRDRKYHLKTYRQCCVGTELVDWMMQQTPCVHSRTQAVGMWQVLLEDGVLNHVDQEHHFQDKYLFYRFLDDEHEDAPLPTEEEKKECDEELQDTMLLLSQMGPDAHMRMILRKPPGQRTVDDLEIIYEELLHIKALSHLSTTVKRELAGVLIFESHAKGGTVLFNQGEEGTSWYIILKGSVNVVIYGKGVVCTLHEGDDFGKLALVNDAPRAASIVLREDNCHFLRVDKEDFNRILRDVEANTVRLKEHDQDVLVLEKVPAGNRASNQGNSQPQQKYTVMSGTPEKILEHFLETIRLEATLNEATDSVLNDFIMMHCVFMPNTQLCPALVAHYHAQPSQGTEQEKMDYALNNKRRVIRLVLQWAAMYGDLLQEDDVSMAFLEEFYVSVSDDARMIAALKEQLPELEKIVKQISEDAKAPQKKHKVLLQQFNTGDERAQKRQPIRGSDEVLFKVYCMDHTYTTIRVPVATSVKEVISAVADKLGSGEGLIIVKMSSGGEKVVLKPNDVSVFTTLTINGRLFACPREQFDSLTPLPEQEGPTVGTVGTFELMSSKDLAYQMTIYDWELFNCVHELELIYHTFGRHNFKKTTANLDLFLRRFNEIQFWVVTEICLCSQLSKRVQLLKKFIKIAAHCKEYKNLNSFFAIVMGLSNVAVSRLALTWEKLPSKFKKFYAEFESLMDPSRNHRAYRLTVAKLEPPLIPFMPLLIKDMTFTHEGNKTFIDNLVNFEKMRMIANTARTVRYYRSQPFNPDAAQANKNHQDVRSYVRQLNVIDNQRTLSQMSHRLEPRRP
Nrf2 block – Nrf2 qHTS screen for inhibitors; A549 ARE-Fluc reporter, luciferase luminescence, 18-24 h; Potency, µM (top dose mostly 46 µM), for inactives: at the highest dose activity change, negative = inhibition, hits mostly inhibitors; hit rate 2.1% among 360,000; also: % is scaled to controls: 0 for no effect and ±100 for the full control effect; nearly all actives have a fitted effect of over 60% in size
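A549 ARE_Fluc cells (5000/well, 5% FBS OPTI-MEM) pre-incubated 2 h, then treated with compounds 18-24 h at 37C/5% CO2 in concentration-response. CellTiter-Fluor viability read first; BugLite luciferase luminescence after 15 min at room temperature gives Nrf2 activity.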
TGFb SMAD3 inh – qHTS for Inhibitors of TGF-b; HepG2 CAGA-GFP TGF-b/SMAD3 reporter, GFP fluorescence, 18 h; TGF-beta stimulated, 500 pg/mL final; Potency, µM (top dose mostly 46.1 µM), inactives show top-dose activity, negative = inhibition, most hits filed as inhibitors; hit rate 1.2% among 410,000; AID 588855, 2011; also: % is scaled to controls: 0 for no effect and ±100 for the full control effect; nearly all actives have a fitted effect of over 65% in size
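Inhibition was scored as loss of TGF-beta-induced (500 pg/mL final, 18 hours, 37 degrees C) GFP in HEPG2 cells carrying a CAGA-GFP reporter, in DMEM with 1% FBS. Well GFP was summed per cell; Activity was normalised to unstimulated and stimulated DMSO wells, then concentration-response fitting.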
ATXN viability – Viability Counterscreen for Primary qHTS for Inhibitors of ATXN expression | S2 cells (HEK-293 line with an ATXN2-luciferase reporter) viability, CellTiter-Fluor protease fluorescence, 24 h | Potency, µM (highest dose often 56.7 µM), most hits filed as cytotoxic | hit rate 0.49% among 400,000; also: nearly all actives have a fitted effect of over 40% in size
MCF10A rereplic – A quantitative high throughput screen for small molecules that induce DNA re-replication in MCF 10a normal breast cells; MCF 10A DNA re-replication, Hoechst nuclear intensity, 48 h; Potency, µM (series often up to 46.1 µM), without a hit: at the highest dose activity, positive = re-replication, hits mostly activators; hit rate 2.9% among 350,000; AID 624296, 2012; also: % of control where 0% means no effect; nearly all actives have a fitted effect of over 50% in size
A549 viability – Nrf2 qHTS screen for inhibitors: counterscreen for cytotoxicity; hit rate 0.16% among 390,000; A549 ARE-Fluc cells, CellTiter-Fluor viability, 18-24 h; AID 504648, 2011; Potency, µM (doses to about 46 µM), for inactives: at the top dose activity change, negative = cytotoxicity, most hits filed as inhibitors; also: % is scaled to controls: 0 for no effect and ±100 for the full control effect
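A549 ARE_Fluc cells in 5% FBS OPTI-MEM were exposed to compounds in concentration-response for 18-24 h at 37 deg C. Viability was read by CellTiter-Fluor fluorescence (Ex 405/Em 525) after 30 min, before the luciferase read.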
ATXN2 expr inh – Primary qHTS for Inhibitors of ATXN expression; hit rate 0.72% among 360,000; HEK-293 ATXN2-luciferase reporter, luminescence, 24 h; Potency, µM (highest dose often 57 µM), without a hit: at the top dose activity change, negative = inhibition, hits mostly inhibitors; AID 1745845, 2022; also: % is scaled to controls: 0 for no effect and ±100 for the full control effect; nearly all actives have a fitted effect of over 55% in size
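qHTS (up to 57 uM final) was run with 24 h compound exposure of reporter cells at 37 °C. Each well was multiplexed: SteadyGlo luminescence measured ATXN2-luciferase expression after a fluorogenic Gly-Phe-AFC viability readout (25 uM final).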
An asterisk follows results filed as active; i = inactive; ? = inconclusive; nt = no result given; [ ] = remark or other dose. Calls follow the shape of the dose curve; as a rule, active = well fitted curve in the direction sought with a large enough effect; inconclusive = small, poorly fitted or top-dose-only effect, or another doubt; inactive = no such curve, though single readings can be large; an effect the other way counts as inactive or inconclusive. Potency is read from the fitted curve at half-maximal effect. The list is partial. The share of hits here may be higher or lower than overall.

Results follow in this order: Nrf2 activator	HepG2 tox	EPAC2 antagonist	Nrf2 block	TGFb SMAD3 inh	ATXN viability	MCF10A rereplic	A549 viability	ATXN2 expr inh
- O=[N+]([O-])c1ccc(N/N=C/c2cccnc2)cc1
    2.3%	-14%	-4%	-9%	10µM*	i	13%	-13%	-1%
- Nc1nc(CSc2n[nH]c(-c3ccccc3)n2)nc(Nc2ccccc2)n1
    0.2%	-7%	-7%	?	-11%	i	?	-9%	-3%
- O=C(CCC(=O)c1ccc(F)cc1)OCc1nnc(-c2ccc([N+](=O)[O-])cc2)o1
    0.0%	8%	9%	5%	2%	i	2%	-3%	-9%
- CCCCCn1c(N)c(-c2nc3ccccc3s2)c2c([N+](=O)[O-])nn(C)c(=O)c21
    -1.1%	-8%	-11%	1%	24%	?	?	3%	?
- CCC(Sc1nc2cc3c(cc2c(=O)n1CCCC(=O)NCc1ccc(OC)cc1)OCO3)C(=O)NCCCOC (stereo not drawn)
    -1.1%	-18%	nt	nt	7%	nt	nt	0%	nt
- O=C(Cn1cc([N+](=O)[O-])cn1)NCc1cc2ccccc2[nH]1
    0.0%	7%	0%	12%	5%	i	-1%	6%	-6%
- CC(Nc1ccc(N2CCOCC2)cc1)C(=O)N1c2ccccc2CC1C (stereo not drawn)
    0.6%	-27%	-2%	0%	-20%	i	-5%	0%	nt
- C/C(CC(=O)Nc1cccc2c1CCCC2)=N\NC=O
    0.5%	-16%	1%	-6%	-18%	i	-6%	2%	-27%
- Cc1cc(OCC(=O)NCC2CCC(C(=O)O)CC2)c2c(C)c(C)c(=O)oc2c1 (stereo not drawn)
    0.0%	-31%	3%	1%	-28%	i	-35%[inhibitor]	-1%	-5%
- COC(=O)c1ccc([C@H]2Nc3ccc(S(=O)(=O)Nc4cccc(C)c4)cc3[C@H]3C=CC[C@H]32)cc1
    2.5%	-23%	nt	2%	6.3µM*	?	nt	-9%	-21%
- CCOC1CS(=O)(=O)CC1OCC (stereo not drawn)
    1.9%	4%	6%	18%	-14%	i	1%	-4%	50%[activator]
- Cc1nn(-c2ccccc2)c2nc(-c3ccncc3)cc(C(=O)NCc3ccco3)c12
    26%	-35%	-17%	-2%	?	i	?	6%	-7%
- O=C(c1ccc2c(=O)n(Cc3ccccc3Cl)c(=S)[nH]c2c1)N1CCOCC1
    -0.6%	2%	0%	-7%	4%	i	4%	-5%	7%
- Cc1cccc(NS(=O)(=O)c2ccc(C)c(C(=O)NCC(c3ccccc3)N(C)C)c2)c1 (stereo not drawn)
    -0.4%	-27%	-4%	-22%	-11%	i	15%	-2%	-21%
- COC(=O)CN1C(=O)N/C(=C/c2ccccc2OC)C1=O
    3.6%	-3%	7%	?	2%	i	-1%	7%	nt
- NC1CCCCC1N=Cc1c(O)n(CCc2ccc(F)cc2)c(=O)[nH]c1=O (stereo not drawn)
    0.3%	-5%	-13%[57.1 µM]	3%	21%	i	-17%	-1%	?
- O=C(Nc1ccc2c(c1)C(=O)c1ccccc1-2)c1ccccc1
    ?	7%	2%	?	1%	i	-36%[inhibitor]	2%	62%[activator]
- O=C(CN(CC1CCCO1)C(=O)CNS(=O)(=O)c1ccc(Cl)cc1)NCc1ccco1 (stereo not drawn)
    0.7%	-13%	1%	-3%	-2%	i	-1%	5%	-13%
- CCN(CC)C(=O)c1c2c(nc3ccccc13)-c1ccccc1CC2
    0.7%	-16%	-2%	-12%	-6%	?	?	0%	-23%
- Cc1ccc(NC(=S)/C(=C(\[O-])c2ccc(F)cc2)[n+]2ccccc2)cc1
    3.3%	0%	1%	5%	?	i	?	-4%	29%

(cont.)
Results follow in this order: Nrf2 activator	HepG2 tox	EPAC2 antagonist	Nrf2 block	TGFb SMAD3 inh	ATXN viability	MCF10A rereplic	A549 viability	ATXN2 expr inh
- COc1ccc(F)c(CN2CCCC(CO)(Cc3cccc(Cl)c3)C2)c1 (stereo not drawn)
    -0.6%	-50%	-9%	-14%	?	?	16%	9%	nt
- CC(C)(C)OC(=O)C[C@H]1C/C=C\C[C@H](CC(=O)NCCO)C(=O)NC[C@H](c2ccccc2)OC1=O
    0.4%	-2%	23%	1%	9%	i	23%	8%	0%
- CC[C@@]1(C(=O)OC)N[C@H](CN(C)C(=O)Nc2ccc(Cl)cc2)[C@@H]2C(=O)N(Cc3ccccc3)C(=O)[C@@H]21
    2.1%	-22%	14%	-1%	-14%	i	1%	-11%	10%
- CN(C)Cc1c(O)ccc2c(-c3ccccc3)cc(=O)oc12
    -0.9%	-1%	-4%	5%	5%	i	-21%	2%	4%
- CC1(c2ccccc2)CCC(=O)NC1 (stereo not drawn)
    -0.5%	1%	4%	3%	?	i	-4%	-3%	3%
- CCOC(=O)C(=O)Nc1ccc(S(=O)(=O)Nc2nccc(C)n2)cc1
    -0.7%	3%	5%	nt	6%	i	nt	nt	nt
- CC1CN(C(=O)c2c(Br)cnn2C)CC(C)O1 (stereo not drawn)
    0.0%	4%	2%	-5%	4%	i	7%	6%	-4%
- CC(Nc1ccc2c(c1)OCCO2)C(=O)N1c2ccccc2CC1C (stereo not drawn)
    1.3%	0%	-7%	?	-7%	i	-1%	3%	-31%
- Cc1nc(-n2nnc(CO)c2CO)nc2c1CCC2
    -0.2%	-26%	-1%	1%	-6%	i	-3%	2%	-6%
- O=C(COc1ccc(Cl)cc1Cl)N/N=C/CCc1ccccc1
    -0.3%	-18%	-2%	6%	-7%	i	-8%	2%	2%
- Cc1ccc(C2c3[nH]c4ccccc4c3C[C@H]3C(=O)N(c4ccccc4C(=O)N4CCC[C@@H]4C(=O)O)C(=O)N23)cc1 (stereo partly drawn)
    1.4%	0%	-13%	7%	8%	i	-4%	1%	9%
- Nc1ncnc2c1cnn2C1CCCCC1
    0.2%	-4%	0%	5%	-8%	i	-1%	-4%	-12%
- COc1ccc(-n2ncc3c2CC(C)(C)CC3NC(=O)c2ccoc2C)cc1 (stereo not drawn)
    -0.4%	-1%	3%	-7%	2%	?	14%	-9%	-3%
- O=C(Nc1ccc(Cl)cn1)c1cccc2c(Br)cccc12
    4.2%	-13%	-14%	29%	-9%	i	?	-14%	9%
- CCN(CC)S(=O)(=O)c1ccc(O)c(NC(=O)COc2ccc(S(=O)(=O)N3CCOCC3)cc2)c1
    -0.4%	11%	4%	3%	?	?	?	-1%	0%
- CC(C)NC(=S)Nc1ccc(Oc2ccccc2)cc1
    -0.1%	-27%	2%	-26%	0%	?	-11%	-10%	-6%
- COc1ccc(C(=Cc2ccccc2[N+](=O)[O-])C(=O)O)cc1
    0.3%	-5%	-9%	-2%	23%	i	-1%	-14%	4%
- Cc1cc(-c2ccc(/C=N/n3cnnc3)o2)ccc1Cl
    0.1%	-3%	?	-27%	-16%	?	-2%	-10%	nt
- Cc1noc(C)c1COc1cccc(C(=O)Nc2ccccc2)c1
    0.6%	7%	-6%	?	13%	?	7%	1%	nt
- O=[N+]([O-])c1ccc(Oc2ccc(F)cc2)c2ccncc12
    ?	-24%	8%	nt	0%	i	?	-5%	1%

Whole records as entered above. Order of values: Nrf2 activator | HepG2 tox | EPAC2 antagonist | Nrf2 block | TGFb SMAD3 inh | ATXN viability | MCF10A rereplic | A549 viability | ATXN2 expr inh
`CCOC(=O)C(=O)Nc1ccc(S(=O)(=O)Nc2nccc(C)n2)cc1` across the screens: -0.7% | 3% | 5% | nt | 6% | i | nt | nt | nt
`CC(Nc1ccc2c(c1)OCCO2)C(=O)N1c2ccccc2CC1C` (stereo not drawn) across the screens: 1.3% | 0% | -7% | ? | -7% | i | -1% | 3% | -31%

More results.
Results follow in this order: Nrf2 activator	HepG2 tox	EPAC2 antagonist	Nrf2 block	TGFb SMAD3 inh	ATXN viability	MCF10A rereplic	A549 viability	ATXN2 expr inh
- CC1CCCC(NC(=O)COC(=O)Cc2ccsc2)C1C (stereo not drawn)
    0.7%	-16%	5%	18%	7%	i	-2%	-1%	4%
- COc1ccc2c(c1OC)C(=O)N1C2SC[C@H]1C(=O)NC1CC1 (stereo partly drawn)
    -0.6%	-7%	9%	-10%	2%	i	?	-6%	-7%
- C=C(C)COc1ccc2c(C)c(CCC(=O)NC3CC3)c(=O)oc2c1
    -0.2%	-24%	5%	?	-18%	i	3%	-6%	-1%
- O=C(OCc1cn([C@@H]2C[C@H](c3ccc(Cl)cc3)N(Cc3cccs3)C[C@H]2O)nn1)c1ccccc1
    0.4%	-43%	3%	nt	-1%	i	nt	nt	-4%
- CCc1ccc(-n2nnc(-c3nc(-c4ccccc4)no3)c2C)cc1
    3.8%	-7%	nt	?	-34%	nt	nt	3%	nt
- O=C(NCC(O)CO)c1csc(Nc2cccc3ccccc23)n1 (stereo not drawn)
    1.4%	8%	5%	?	-24%	?	-6%	5%	30%
- O=C(NCC(O)c1ccc([N+](=O)[O-])cc1)c1cccc(S(=O)(=O)N2CCOCC2)c1 (stereo not drawn)
    2.1%	-21%	-3%	-17%	17%	i	6%	4%	6%
- Cc1ccc(-n2cnc3c(=O)[nH]cnc32)cc1[N+](=O)[O-]
    -0.1%	-31%	3%	-7%	8%	i	3%	5%	-6%
- COCCN(C(=O)COC(=O)CCOc1cccc(C)c1)c1c(N)n(Cc2ccccc2)c(=O)[nH]c1=O
    0.3%	12%	1%	5%	-1%	i	-20%	0%	-10%
- Cc1onc(-c2c(Cl)cccc2Cl)c1C(=O)Nc1nccs1
    0.1%	-17%	-4%	-3%	-11%	i	30%	2%	-10%
- O=C(Nc1ncc(Cc2ccccc2)s1)c1cccs1
    6.0%	-5%	-2%	?	?	?	?	-6%	53%[activator]
